# HCT116 PTEN-null – growth suppression of PTEN-null HCT116, primary screen, cell-based, CellTiter-Glo | AID 827, 2007 | 140,000 compounds, 1.2% hits | HCT116 PTEN-null viability, 60 h; stronger effect = lower value | viability, % at 10 µM;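 active means viability at or below a set limit, 4 SD under the median of all tested compounds, cut at about 3.7% in these data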;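 further: PTEN knockout HCT116 line with beta catenin targeted HCT116 as companion control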
# Yeast lifespan up – compounds extending yeast replicative lifespan, primary screen, S. cerevisiae, OD615 | S. cerevisiae growth with nicotinamide; deaD strain in restrictive glucose medium | inhibition of the nicotinamide effect, % at 10 µM | 130,000 compounds, 0.68% hits | AID 775, 2007;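 active means inhibition above a set limit, placed 3 SD over the median of all compounds, cut at about 26% in these data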;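 further: 0% = nicotinamide-treated wells and 100% = cells grown without nicotinamide; some compounds called inactive have numbers as strong as hits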
#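 Assay system: engineered S. cerevisiae DeaD replicative-lifespan strain, galactose-grown log-phase cells; Buffer or medium: CSMM-D glucose medium, restrictive; Probe or stimulus: nicotinamide 1.5 mM; Compound: single dose 10 µM compound, 0.25% DMSO; Schedule: 4 h preincubation then 48 h treatment at 30 °C; Technique: OD615 measurement.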
# MRP-1 activ – H69AR viability gain despite doxorubicin, primary screen, MRP-1 activator project, H69AR cells, CellTiter-Glo. viability rescue. viability increase, % at 10 µM. 140,000 compounds, 0.61% hits. AID 799, 2007;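 active means viability gain under doxorubicin at or above a set limit, the compound median plus 3 SD, cut at about 4.7% in these data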;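 further: MRP-1 overexpressing cells given doxorubicin 25 µM after compound pretreatment; 18-22 h compound pretreatment then 72 h with doxorubicin before readout; 0% = doxorubicin-only wells and 100% = vehicle-treated cells without doxorubicin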
# NPY Y2 blocker – NPY-Y2 receptor antagonists, primary screen, cell-based | Neuropeptide Y receptor type 2 (Homo sapiens), P49146 | NPY-Y2 expressing cells, antagonist mode | inhibition, % at 2.7 µM | 140,000 compounds, 0.99% hits | AID 793, 2007; in the data active means inhibition above about 17%;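 further: 0% = vehicle with agonist challenge and 100% = reference antagonist with challenge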
# Target sequence (P49146 whole entry, looked up): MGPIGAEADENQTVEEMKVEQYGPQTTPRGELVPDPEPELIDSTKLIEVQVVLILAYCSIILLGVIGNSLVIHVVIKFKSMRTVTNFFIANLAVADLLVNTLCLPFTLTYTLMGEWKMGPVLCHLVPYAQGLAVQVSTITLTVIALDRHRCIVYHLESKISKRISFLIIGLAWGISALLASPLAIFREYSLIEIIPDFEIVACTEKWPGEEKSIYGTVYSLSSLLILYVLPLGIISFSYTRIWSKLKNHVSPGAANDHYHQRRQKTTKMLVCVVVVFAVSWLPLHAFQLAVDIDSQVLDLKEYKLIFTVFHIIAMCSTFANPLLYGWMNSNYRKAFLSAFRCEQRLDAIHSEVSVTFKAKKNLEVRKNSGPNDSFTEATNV
# GALR2 antag – GALR2 antagonists in receptor-expressing cells, primary screen; Galanin receptor type 2 (Homo sapiens), O43603; antagonist mode; inhibition, % at 4 µM; 140,000 compounds, 0.39% hits; AID 828, 2007; in the data active means inhibition above about 27%;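 further: cells stimulated with galanin 1-16 at roughly its EC80; 0% = agonist challenge control and 100% = basal control without agonist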
# Target sequence (O43603 whole entry, looked up): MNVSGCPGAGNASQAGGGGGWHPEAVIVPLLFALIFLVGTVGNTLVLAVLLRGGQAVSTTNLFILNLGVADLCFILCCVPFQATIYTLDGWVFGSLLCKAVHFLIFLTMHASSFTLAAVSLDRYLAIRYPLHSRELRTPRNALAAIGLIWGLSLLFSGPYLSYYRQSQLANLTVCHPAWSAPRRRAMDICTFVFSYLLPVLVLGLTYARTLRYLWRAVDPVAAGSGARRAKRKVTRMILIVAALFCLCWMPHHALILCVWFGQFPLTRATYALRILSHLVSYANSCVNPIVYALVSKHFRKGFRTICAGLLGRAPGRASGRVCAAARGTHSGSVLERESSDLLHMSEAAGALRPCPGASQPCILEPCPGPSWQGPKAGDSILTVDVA
# BB579 growth dn – growth inhibitors of yeast BB579 in restrictive medium, primary screen, yeast lifespan-shortening project, S. cerevisiae; OD615, 48 h; inhibition, % at 10 µM; 140,000 compounds, 0.51% hits; AID 804, 2007;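 active means inhibition above a set limit, 3 SD over the mean compound inhibition, cut at about 44% in these data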; further: inactives centre near -24
#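 Test system: DeaD yeast strain BB579 / Buffer or medium: restrictive glucose-based CSMM-D medium / Doses: single 10 µM dose / Schedule: 4 h cell preincubation, 48 h compound exposure, 30 °C humidified / Technique: culture absorbance at 615 nm / Controls: amphotericin B positive control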
# Measles CPE – compounds protecting cells from measles virus cytopathic effect, primary screen, measles RdRp inhibitor project, single point, MLSMR library, absorbance | 140,000 compounds, 1.5% hits | Measles virus-infected cells, CPE protection | protection (pct of control), % at 4 µM; in the data active means protection mostly above about 24%, no sharp cut-off; inactive means mostly below about 26%; further: some compounds called inactive have numbers as strong as hits
# HCT116 bCat-KO – primary screen for growth suppressors in beta-catenin knockout HCT116 cells (colon tumor, human) | 140,000 compounds, 1.5% hits | HCT116 beta-catenin knockout viability, CellTiter-Glo, 60 h; stronger effect = lower value | viability, % at 10 µM;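 active means viability at or under a set limit, the compound median less 4 SD, cut at about 6% in these data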;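 further: 0% = Hyamine 1622 control at 20 µM and 100% = untreated cell control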
# E-sel TNF inh – E-selectin induction blockers in HUVEC – imaging, immunofluorescence, high content, primary screen; HUVEC TNFa-induced E-selectin immunofluorescence; inhibition, % at 2 µM; 120,000 compounds, 0.71% hits;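 active means inhibition above the batch mean plus 3 SD, and confirmed as a hit on visual image review, cut at about 43% in these data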;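 further: 0% = TNF-stimulated DMSO wells and 100% = unstimulated control wells; not every result past the cut was called active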
# Phagocytosis inh – inhibitors of macrophage phagocytosis, primary screen, imaging, J774A.1 cells, IgG beads; J774A.1 macrophage IgG-bead phagocytosis; inhibition, % at 5 µM; 110,000 compounds, 0.07% hits;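 active means inhibition above the mean of the plate negative controls plus 5 SD, cut at about 13% in these data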;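 further: phagocytic index as fraction of beads internalized from green versus red external bead signal; plate controls were DMSO negative control for no effect and cytochalasin-D positive control for full effect; some results beyond the cut were filed as inactive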
# An asterisk follows results filed as active; nt = not tested or not shown; & = joins results of further samples.
SMILES,HCT116 PTEN-null,Yeast lifespan up,MRP-1 activ,NPY Y2 blocker,GALR2 antag,BB579 growth dn,Measles CPE,HCT116 bCat-KO,E-sel TNF inh,Phagocytosis inh
Cc1nc(C(F)(F)F)c(C(=O)NC(=O)Nc2ccc(OC(F)(F)F)cc2)s1,75,-20,0.0,3,11,-27,3,68,-38,0
CCNS(=O)(=O)c1ccc(NS(=O)(=O)c2cc(C)ccc2C)cc1,93,-2,-1.5,8,-11,-26,15,95,nt,-2
CCc1nc(SCC(=O)N2CCCC2)c2ccccc2n1,80,-4,-5.0,2,8,-21,4,82,20,-1
Cc1nn(C(C)C(=O)N2CCc3ccccc32)c(C)c1[N+](=O)[O-] (stereo not given),82,-6,-2.3,6,0,-10,5,78,-29,7
O=C(O)Cc1ccc2c(c1)N(S(=O)(=O)c1cccc(C(F)(F)F)c1)CC(C(=O)O)O2 (stereo not given),102,7,0.4,-1,4,-5,43*,105,-25,0
CCC1Oc2ccc(C)cc2N(CC(=O)N(Cc2ccncc2)Cc2ccco2)C1=O (stereo not given),75,nt,-5.2,8,4,-26,5,72,8,nt
CSc1ccccc1NC(=O)CN(c1ccccc1Br)S(C)(=O)=O,92,21,-1.2,4,18,-44,11,92,-12,-3
CC(C)CCNC(=O)Cn1c(=O)oc2cc(S(=O)(=O)N3CCc4ccccc43)ccc21,76,-8,-1.9,3,-3,-34,28,71,nt,0
Cc1cccc2nc(-c3cccc(NC(=O)c4ccc(Cl)cc4)c3)cn12,88,-5,-2.9,6,13,-52,5,91,-15,nt
O=C(NCCCN1CCOCC1)c1ccc(CS(=O)(=O)c2c(Cl)cccc2Cl)o1,90,-5,-0.2,1,-5,22,16,83,nt,0
Cc1ccc(OCC(=O)Nc2ccc3c4c(cccc24)CC3)c(C)c1,47,-3,-4.4,7,3,-14,6,45,15,0
O=C(NCCCCc1ccccc1)C1CC(c2ccc([N+](=O)[O-])cc2)=NO1 (stereo not given),101,-34,-1.6,4,-6,-26,33,96,-14,-1
C/C(=N\NC(=O)CNc1cccc2ccccc12)c1ccc(Br)s1,79,2,-1.8,3,5,-24,13,63,-7,-12
c1ccc(Cc2cc(-c3ccccc3)on2)cc1,88,nt,0.4,1,-6,-44,9,76,-6,nt
Cc1c(Br)c([N+](=O)[O-])nn1CC(=O)NCc1ccco1,107,0,-1.1,2,8,-31,15,92,6,-12
O=C(O)CCC(=O)Nc1ccc(F)cc1,100,-2,-1.1,0,-1,-13,12,102,11,-1
Cc1ccc(NC(=O)CN2C(=O)NC(Cc3c[nH]c4ccccc34)C2=O)cc1S(=O)(=O)N1CCCCC1 (stereo not given),66,3,-1.1,0,-12,-30,14,59,nt,nt
CC(=O)c1c(C)[nH]c2ccccc2c1=O,91,-4,-0.3,0,5,-22,5,91,-1,0
CSc1ccccc1NC(=O)COc1ccc(Cl)cc1C,74,-2,-2.4,10,10,-19,18,79,nt,-12
O=C(NCc1ccc(Cl)c(Cl)c1)c1cccnc1,100,-3,-0.3,-2,4,-38,4,92,7,-1
Cc1cc(C)n(-c2nc(N(C)C)nc(N(C)C)n2)n1,103,nt,0.7,0,-2,-27,6,100,10,nt
CCOC(=O)c1c(NC(=O)CSc2nnc3c(n2)[nH]c2ccc(F)cc23)sc(C(C)=O)c1C,78,-11,-3.0,-1,-7,-36,5,103,-27,nt
O=C(CN(C(=O)c1ccco1)c1cccc(F)c1)NCc1ccc(F)cc1,79,-4,-1.3,3,-5,-40,1,93,-3,0
COc1ccc(-c2nnc(SCc3nc4ccccc4s3)n2C(C)C)cc1,81,4,-3.7,2,29*,-37,5,83,-48,-3
CCOC(=O)c1ccc(NC(=O)Cn2cc3c(n2)CCC(C)C3)cc1 (stereo not given),103,20,-2.6,3,-1,-28,2,89,nt,0
Cc1cc(-c2cccnc2)c(C#N)c(SCC#N)n1,87,-27,0.0,1,-13,-18,15,101,-34,3
Cc1ccc(NC(=O)c2ccco2)cc1C,78,-27,-1.2,0,1,-16,4,90,nt,2
O=C(Nc1nc2ccccc2n1Cc1ccc(Cl)cc1)c1ccco1,53,7,-1.2,10,-3,-55,7,54,-30,-2
Cc1ccc(CNC(=O)c2cc3c(=O)n4ccccc4nc3n(CC3CCCO3)c2=N)cc1 (stereo not given),63,-18,-1.2,14,-12,11,40,71,7,-1
Cc1ccccc1NC(=S)N(C)Cc1cn(C)c2ccccc12,95,2,-1.2,3,15,-23,4,93,nt,-13
COC(=O)C(C)N(c1ccc(C)cc1)S(=O)(=O)c1c(C)[nH]c(=O)[nH]c1=O (stereo not given),96,-9,-1.0,2,-4,-27,0,90,-5,nt
COc1ccccc1NC(=O)C1=C(C)Nc2nnnn2C1c1ccncc1 (stereo not given),90,-34,-5.0,-2,-2,-21,5,88,-7,4
Cc1cccc(-n2c(C)cc(C=C(C#N)C#N)c2C)c1,85,6,-2.0,5,-28,-47,5,93,nt,-10
COc1ccc(C(c2nnnn2C(C)(C)C)N2CCN(c3nc4ccccc4s3)CC2)cc1OC (stereo not given),66,-3,-4.8,9,3,-32,10,79,-41,0
COc1ccc(N(CC(=O)NC2CCCCC2)C(=O)CNC(=O)c2ccco2)cc1OC,94,nt,-1.6,4,10,2,8,87,33,nt
Cc1cc(C(=O)NNC(=S)Nc2ccccc2C)cs1,88,5,1.4,4,2,-23,10,92,nt,3
O=C1N(CCCN2C(=O)C3(OCCO3)c3ccccc32)c2ccccc2C12OCCO2,104,-5,-2.6,-1,-6,-18,8,96,nt,-3
Cc1ccc(C(=O)CSc2nnc3c4ccccc4nc(C(C)(C)C)n23)cc1,20,-4,-3.4,5,6,-12,14,20,nt,-8
CCC(=O)/C=C1\Sc2ccc(OC)cc2N1CC,104,-8,-1.3,3,-2,-48,15,90,-22,0
COC(=O)Nc1ccc(S(=O)(=O)N2CCCCC2C(=O)NCc2ccco2)cc1 (stereo not given),95,-17,-2.8,0,-6,-9,10,89,nt,0
CC(=O)c1coc2c1cc(O)c1ccccc12,79,-10,-1.4,3,4,-8,1,84,-15,0
CCC(=O)OCCNc1cc(Sc2nc3ccccc3s2)c2nonc2c1[N+](=O)[O-],3.7*,32*,-2.3,3,-2,-30,5,4.1*,-2,-1
O=C(c1ccccc1F)N1CCC(O)(c2cccnc2)CC1,108,1,0.3,2,0,-25,16,108,30,-3
CCCC(=O)n1nc(-c2ccc(Cl)cc2)nc1SC,104,-16,-1.5,-1,-3,-42,10,97,-10,-2
CCN(CCCNS(=O)(=O)c1ccc2c(c1)CCN2C(C)=O)c1cccc(C)c1,69,-3,-3.4,3,-8,-27,7,57,nt,0
COc1cc(-n2c(N)c(C(=O)NCc3ccco3)c3nc4ccccc4nc32)cc(OC)c1OC,79,4,-4.1,2,1,-27,13,74,-2,2
CC(=NC(C)C)C1=C(O)C(C)OC1=O (stereo not given),94,3,-2.0,3,-4,-7,5,90,nt,nt
CCCc1cc(=O)[nH]c(=S)[nH]1,91,3,-2.6,2,12,-16,11,105,nt,nt
COc1ccc(C)cc1NC(=O)CCC(=O)Nc1ccc2nc(N3CCN(C)CC3)cc(C)c2c1,79,-18,-5.1,1,13,-45,11,82,nt,nt
CCc1nnc(NC(=O)CSc2nnc(CCc3nc4ccccc4[nH]3)n2C)s1,99,-5,0.6,2,0,-65,45,100,3,-1
CC(C)(C)OC(=O)NCCc1nnc(SCc2c(Cl)cccc2Cl)o1,85&84,-2,-0.3,7,-8,-51,3,83,-29,-1
CCOC(=O)CSCC(=O)Nc1cc(C)ccc1C,91,-9,-2.6,2,-2,-37,12,100,-30,1
COc1ccc(NC(=O)CSc2nnc(-c3ccccc3)n2Cc2ccco2)cc1OC,103,-14,-2.1,3,12,-23,7,86,-5,-1
FC(F)(F)c1cccc(NCc2cn3cccnc3n2)c1,93,-21,1.0,3,2,-38,55*,93,1,0
Cc1ccc(C(=O)Nc2ccccc2C(N)=O)o1,108,-15,-1.0,1,3,-45,21,96,2,-2
CC1C(c2ccccc2)N(C)C(c2ccccc2)C(C)C1(O)C#Cc1ccccc1 (stereo not given),34,23,-2.0,18*,2,-43,9,39,nt,1
CC1CC(=O)Nc2ccccc2N1S(=O)(=O)c1cccc(Cl)c1 (stereo not given),88,-5,-1.5,4,-1,-28,39*,85,nt,-12
C=CCSc1nnc(-c2c[nH]c3ccccc23)n1CCOC,88,-7,-2.1,1,11,-40,1,81,nt,-4
O=C(Nc1ccc(Cl)cc1)[C@@H]1[C@@H]2C(=O)N(c3ccc4ccccc4c3)C(=O)[C@@H]2[C@H]2C=CC=NN21,99,24,-3.0,0,-2,-18,2,92,12,-2
O=C(CN1CCCN(Cc2ccc(F)cc2Cl)C1=O)NC1CCCCCCC1,50,5,-1.5,0,1,-29,8,52,-18,4

# Taken from above:
# Result of O=C(c1ccccc1F)N1CCC(O)(c2cccnc2)CC1 in GALR2 antag: 0
# Result of Cc1nc(C(F)(F)F)c(C(=O)NC(=O)Nc2ccc(OC(F)(F)F)cc2)s1 in Phagocytosis inh: 0

# Next section:
SMILES,HCT116 PTEN-null,Yeast lifespan up,MRP-1 activ,NPY Y2 blocker,GALR2 antag,BB579 growth dn,Measles CPE,HCT116 bCat-KO,E-sel TNF inh,Phagocytosis inh
CCCOc1cccc(C2/C(=C(/O)c3ccccc3)C(=O)C(=O)N2CCN(C)C)c1 (stereo not given),108,-11,-0.7,-3,-10,-42,11,100,1,-2
COc1ccc(NC(=O)c2cncc(Br)c2)cc1S(=O)(=O)N1CCCCC1,87,-3,-2.7,2,2,-19,7,81,-19,8
COCCNC(=S)Nc1ccc2nsnc2c1,105,-1,-2.4,-2,9,-29,13,96,nt,-2
COc1ccccc1COC(=O)Nc1c(C)nn(C)c1Cl,104,-26,-2.4,3,10,-46,6,97,33,nt
Nc1cc([N+](=O)[O-])ccc1O,90,-2,-3.4,-2,4,0,13,91,nt,-4
CC(NC(=O)CN1CCc2ccccc21)c1ccccc1 (stereo not given),91,4,-2.3,3,-12,-35,4,76,nt,-8
CN(C)S(=O)(=O)c1ccc2oc(SCC(N)=O)nc2c1,111,-4,1.3,3,-10,-27,14,94,-16,-1
COc1c(Br)cc2c(C)c(C(=O)N3CCOCC3)oc2c1Br,86,-10,-2.4,5,-12,-46,3,88,-15,-3
Cc1cnc(C(=O)Nc2ccccc2-c2nnn(CC(=O)NC3CCCC3)n2)cn1,74,-18,-5.2,1,-7,-34,7,80,nt,2

# High-throughput results: PubChem, several laboratories
